NSD2 block = inhibitors of human NSD2 methyltransferase; NSD2-SET H3K36me1 DELFIA fluorescence, biochemical; O96028; inhibition, % at 12.5 µM; AID 624260; 44,000 compounds, 0.07% hits; in the data active means inhibition above about 54%, passing the limit was not always enough;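 further: inhibitors reduce the monomethyl H3K36 fluorescence signal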
Target sequence (O96028 whole entry, looked up): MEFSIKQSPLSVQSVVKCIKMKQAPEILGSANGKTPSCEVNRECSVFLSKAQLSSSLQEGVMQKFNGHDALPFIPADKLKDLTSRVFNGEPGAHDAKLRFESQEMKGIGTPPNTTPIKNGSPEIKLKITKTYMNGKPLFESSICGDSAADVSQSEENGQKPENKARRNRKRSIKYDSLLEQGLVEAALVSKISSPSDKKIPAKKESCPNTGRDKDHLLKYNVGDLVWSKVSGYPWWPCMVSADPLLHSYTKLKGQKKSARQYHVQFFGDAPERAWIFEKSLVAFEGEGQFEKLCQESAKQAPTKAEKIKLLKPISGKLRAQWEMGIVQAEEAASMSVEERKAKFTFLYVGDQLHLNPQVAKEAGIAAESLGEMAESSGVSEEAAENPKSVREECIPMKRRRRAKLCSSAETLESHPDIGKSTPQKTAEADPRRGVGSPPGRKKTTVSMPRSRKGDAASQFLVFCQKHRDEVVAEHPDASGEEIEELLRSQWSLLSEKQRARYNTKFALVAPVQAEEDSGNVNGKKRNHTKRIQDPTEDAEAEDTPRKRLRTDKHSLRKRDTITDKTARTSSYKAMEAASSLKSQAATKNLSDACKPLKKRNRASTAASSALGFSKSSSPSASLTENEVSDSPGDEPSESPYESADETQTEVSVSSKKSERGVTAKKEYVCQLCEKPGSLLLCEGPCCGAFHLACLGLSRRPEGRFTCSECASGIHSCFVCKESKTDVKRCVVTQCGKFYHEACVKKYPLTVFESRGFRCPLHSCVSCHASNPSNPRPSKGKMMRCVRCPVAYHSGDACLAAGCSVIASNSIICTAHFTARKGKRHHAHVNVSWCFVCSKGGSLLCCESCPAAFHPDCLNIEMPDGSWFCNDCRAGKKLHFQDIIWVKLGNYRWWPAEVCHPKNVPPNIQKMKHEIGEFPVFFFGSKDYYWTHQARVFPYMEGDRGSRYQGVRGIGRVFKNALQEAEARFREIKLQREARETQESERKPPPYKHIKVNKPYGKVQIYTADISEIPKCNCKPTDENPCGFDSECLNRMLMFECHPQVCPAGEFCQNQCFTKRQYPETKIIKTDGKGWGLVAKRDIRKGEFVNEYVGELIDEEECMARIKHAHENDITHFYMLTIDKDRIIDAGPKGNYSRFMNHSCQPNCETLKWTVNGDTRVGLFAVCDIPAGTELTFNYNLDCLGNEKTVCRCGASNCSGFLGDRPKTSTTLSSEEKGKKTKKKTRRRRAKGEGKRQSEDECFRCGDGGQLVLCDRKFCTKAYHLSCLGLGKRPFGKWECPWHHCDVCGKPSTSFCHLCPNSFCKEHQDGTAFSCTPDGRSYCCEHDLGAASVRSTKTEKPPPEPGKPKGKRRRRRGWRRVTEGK
Starred values were filed as active, the others as inactive. This is a subset. The share of hits here may be higher or lower than overall.

SMILES	NSD2 block
Cc1ccc(-c2cnc3c(c2)C(=O)N([C@@H](C)CO)C[C@H](C)[C@@H](CN(C)C)O3)cc1	2
C[C@@H]1CN([C@@H](C)CO)C(=O)c2cc(NC(=O)CCCCCC(=O)Nc3ccccc3N)ccc2O[C@@H]1CN(C)C(=O)Nc1ccccc1	1
CCCN(C)C[C@@H]1Oc2cc(Br)ccc2S(=O)(=O)N([C@@H](C)CO)C[C@@H]1C	-1
C[C@@H]1CN([C@H](C)CO)C(=O)c2cc(NC(=O)Nc3ccccc3)ccc2O[C@@H](C)CCCCO[C@@H]1CN(C)C(=O)c1ccccc1	1
C[C@H](CO)N1C[C@H](C)[C@H](CN(C)C(=O)CCC(F)(F)F)OCCCC[C@H](C)Oc2ccc(NS(=O)(=O)c3ccccc3)cc2C1=O	-8
C[C@H](CO)N1C[C@H](C)[C@@H](CN(C)C)Oc2ccc(NC(=O)Nc3cccc4ccccc34)cc2CC1=O	-1
COC(=O)[C@@]1(C)CC[C@]2(C(=O)O[C@@H]3O[C@H](CO)[C@@H](O)[C@H](O)[C@H]3O)CC[C@]3(C)C(=CCC4[C@@]5(C)C[C@H](O)[C@H](O[C@@H]6OC[C@@H](O)[C@H](O)[C@H]6O)[C@@](C)(CO)C5CC[C@]43C)[C@@H]2C1 (stereo not given in full)	-5
C[C@@H]1CCCCO[C@@H](CN(C)C(=O)NC2CCCCC2)[C@@H](C)CN([C@H](C)CO)C(=O)c2cc(NC(=O)CCCCCC(=O)Nc3ccccc3N)ccc2O1	-1
C[C@@H]1CN([C@H](C)CO)S(=O)(=O)c2ccc(-c3ccc(C(=O)N(C)C)cc3)cc2O[C@@H]1CN(C)C(=O)Nc1ccccc1F	7
C[C@]12CC[C@H](O)CC1=CCC1C2CC[C@@]2(C)C1CC[C@@H]2C(=O)CO (stereo not given in full)	6

A portion from the list above, for reference:
SMILES	NSD2 block
C[C@@H]1CN([C@H](C)CO)S(=O)(=O)c2ccc(-c3ccc(C(=O)N(C)C)cc3)cc2O[C@@H]1CN(C)C(=O)Nc1ccccc1F	7
C[C@]12CC[C@H](O)CC1=CCC1C2CC[C@@]2(C)C1CC[C@@H]2C(=O)CO (stereo not given in full)	6

(cont.)
SMILES	NSD2 block
COc1ccc(NC(=O)N(C)C[C@H]2Oc3ccc(NS(=O)(=O)c4ccc(C)cc4)cc3C(=O)N([C@H](C)CO)C[C@@H]2C)cc1	-2
COc1ccc(S(=O)(=O)N(C)C[C@H]2Oc3ccc(NC(=O)NC4CCCCC4)cc3C(=O)N([C@@H](C)CO)C[C@H]2C)cc1	2
C[C@@H]1CN([C@@H](C)CO)C(=O)c2cccc(NC(=O)C3CCCCC3)c2O[C@H]1CN(C)C(=O)Nc1ccc(C(F)(F)F)cc1	5
C/C=C/c1ccc2c(c1)O[C@@H](CN(C)S(=O)(=O)c1ccc(F)cc1)[C@@H](C)CN([C@@H](C)CO)S2(=O)=O	0
C[C@@H]1CN([C@H](C)CO)S(=O)(=O)c2ccc(-c3ccc(C(=O)N(C)C)cc3)cc2O[C@H]1CN(C)Cc1ccccc1C(=O)O	-2
C[C@@H]1CN([C@@H](C)CO)C(=O)c2cccc(NC(=O)C3CCOCC3)c2O[C@@H]1CN(C)CC1CCCCC1	-2
O=C(C1=C[C@H](c2coc3ccccc3c2=O)C[C@H](OCc2ccc(CO)cc2)O1)N1CCCCCCC1	18
Cc1nc(SCC(=O)O)[nH]c(=O)c1Oc1ccccc1	2
C[C@@H]1CN([C@@H](C)CO)C(=O)c2cccc(NS(=O)(=O)c3cccs3)c2O[C@@H]1CN(C)S(=O)(=O)c1ccc(Cl)cc1	-1
C/C=C/c1ccc2c(c1)O[C@H](CN(C)C(=O)NC1CCCCC1)[C@H](C)CN([C@H](C)CO)S2(=O)=O	1
Cc1ccsc1/C=N/NC(=O)c1ccccn1	-2
CC(C)(C)[C@H]1C=C(C(N)=O)O[C@@H](OCc2ccc(CO)cc2)C1	11
CCCC#Cc1cnc2c(c1)C(=O)N([C@@H](C)CO)C[C@@H](C)[C@@H](CN(C)C(=O)c1ccc(F)cc1)O2	3
COc1ccc([Si](C)(C)[C@H]2[C@H](CCO)O[C@@]3(C(=O)N(Cc4ccc(NC(=O)[C@H](C)O)cc4)c4ccccc43)[C@@H]2C)cc1	-4
C/C=C/c1cnc2c(c1)C(=O)N([C@@H](C)CO)C[C@H](C)[C@@H](CN(C)S(=O)(=O)c1cccs1)O2	4
C[C@H](CO)N1C[C@H](C)[C@H](CN(C)S(=O)(=O)c2ccc(F)cc2)Oc2ccc(NC(=O)Nc3cccc4ccccc34)cc2CC1=O	-5
C[C@H](CO)N1C[C@H](C)[C@H](CN(C)Cc2ccc(-c3ccccc3)cc2)Oc2cc(C#C[C@@H](C)O)ccc2S1(=O)=O	-2
C[C@@H]1CN([C@@H](C)CO)C(=O)Cc2cc(NS(=O)(=O)c3cccs3)ccc2O[C@@H]1CN(C)Cc1ccc(C(=O)Nc2ccccc2N)cc1	-2
O=C(C[C@@H]1C[C@H]2c3cc(NC(=O)CC4CC4)ccc3O[C@H]2[C@H](CO)O1)NCc1ccccc1F	7
C[C@@H]1CCCCO[C@H](CN(C)C(=O)CCCN(C)C)[C@@H](C)CN([C@@H](C)CO)C(=O)c2cc(NC(=O)NC3CCCCC3)ccc2O1	0

5 entries from above, sorted by SMILES length, rising:
SMILES	NSD2 block
O=C(C[C@@H]1C[C@H]2c3cc(NC(=O)CC4CC4)ccc3O[C@H]2[C@H](CO)O1)NCc1ccccc1F	7
COc1ccc(S(=O)(=O)N(C)C[C@H]2Oc3ccc(NC(=O)NC4CCCCC4)cc3C(=O)N([C@@H](C)CO)C[C@H]2C)cc1	2
C[C@@H]1CN([C@H](C)CO)S(=O)(=O)c2ccc(-c3ccc(C(=O)N(C)C)cc3)cc2O[C@@H]1CN(C)C(=O)Nc1ccccc1F	7
C[C@@H]1CCCCO[C@@H](CN(C)C(=O)NC2CCCCC2)[C@@H](C)CN([C@H](C)CO)C(=O)c2cc(NC(=O)CCCCCC(=O)Nc3ccccc3N)ccc2O1	-1
COC(=O)[C@@]1(C)CC[C@]2(C(=O)O[C@@H]3O[C@H](CO)[C@@H](O)[C@H](O)[C@H]3O)CC[C@]3(C)C(=CCC4[C@@]5(C)C[C@H](O)[C@H](O[C@@H]6OC[C@@H](O)[C@H](O)[C@H]6O)[C@@](C)(CO)C5CC[C@]43C)[C@@H]2C1 (stereo not given in full)	-5

(next part)
SMILES	NSD2 block
C[C@H]1CN([C@@H](C)CO)C(=O)Cc2cc(NC(=O)CCCCCC(=O)Nc3ccccc3N)ccc2O[C@@H]1CN(C)Cc1ccc(C(F)(F)F)cc1	0
C[C@@H]1CN([C@@H](C)CO)C(=O)c2cccc(NC(=O)Nc3ccc(F)cc3)c2O[C@H]1CN(C)C	-3
C[C@@H]1CN([C@@H](C)CO)C(=O)c2cc(NS(=O)(=O)c3cn(C)cn3)ccc2O[C@@H]1CN(C)S(=O)(=O)c1ccccc1	15
C[C@@H]1CN([C@H](C)CO)C(=O)c2cc(C3=CCCCC3)cnc2O[C@H]1CN(C)C(=O)c1ccc(F)cc1	0
C[C@@H]1CN([C@@H](C)CO)C(=O)c2cc(NC(=O)c3ccncc3)ccc2O[C@@H](C)CCCCO[C@H]1CN(C)Cc1ccncc1	4
C[C@H](CO)N1C[C@H](C)[C@H](CN(C)S(=O)(=O)c2ccccc2)Oc2c(NC(=O)Nc3ccc(F)cc3)cccc2C1=O	-4
N#CNC(=Nc1ccccc1C(F)(F)F)N1CCCC1	6
COc1cccc(-c2cnc3c(c2)C(=O)N([C@@H](C)CO)C[C@H](C)[C@H](CN(C)C(=O)CN(C)C)O3)c1	-35
CC/C=C\C/C=C\C/C=C\CCCCCCCCCCCC(=O)O	-4
C[C@H](CO)N1C[C@H](C)[C@H](CN(C)S(=O)(=O)c2ccc(C#N)cc2)Oc2ncc(C#Cc3ccc(C(F)(F)F)cc3)cc2C1=O	-6
Cc1ccc(S(=O)(=O)N(C)C[C@H]2Oc3ncc(C#CC4(O)CCCC4)cc3C(=O)N([C@H](C)CO)C[C@H]2C)cc1	-4
O=S(=O)(N[C@@H]1CCCN(Cc2ccc(OCCO)cc2)C1)c1ccc(-c2ccccc2)cc1	-1
CC(C)C#Cc1ccc2c(c1)O[C@H](CN(C)C(=O)C1CC1)[C@H](C)CN([C@H](C)CO)S2(=O)=O	1
Cc1noc(C)c1S(=O)(=O)Nc1ccc2c(c1)CC(=O)N([C@@H](C)CO)C[C@H](C)[C@H](CN(C)S(=O)(=O)c1ccccc1)O2	-2
C[C@@H]1CN([C@H](C)CO)C(=O)c2cc(C#Cc3ccccc3)cnc2O[C@@H]1CN(C)C(=O)c1ccccc1	-5
C[C@@H]1CCCCO[C@@H](CN(C)S(=O)(=O)c2cn(C)cn2)[C@H](C)CN([C@@H](C)CO)C(=O)c2cc(NC(=O)Nc3ccccc3)ccc2O1	-1
COc1ccccc1CNC(=O)C[C@H]1C[C@H]2c3cc(NC(=O)Nc4ccc(C(F)(F)F)cc4)ccc3O[C@H]2[C@H](CO)O1	6
Cc1ccc(S(=O)(=O)N(C)C[C@H]2Oc3ccc(NC(=O)Nc4ccc(C(F)(F)F)cc4)cc3CC(=O)N([C@H](C)CO)C[C@H]2C)cc1	-16
CNC[C@H]1Oc2c(NC(=O)c3cnccn3)cccc2C(=O)N([C@@H](C)CO)C[C@H]1C	5
C[C@H]1CN([C@@H](C)CO)C(=O)CCCn2nncc2CO[C@H]1CN(C)Cc1ccccc1	12
C[C@H](CO)N1C[C@H](C)[C@@H](CN(C)Cc2ccccc2)OCCCC[C@H](C)Oc2ccc(NS(=O)(=O)c3cccs3)cc2C1=O	-3
CC(C)NC(=O)Nc1ccc2c(c1)C(=O)N([C@H](C)CO)C[C@H](C)[C@H](CN(C)C(=O)Cc1ccccc1)OCCCC[C@@H](C)O2	29
COc1ccc(CN(C)C[C@@H]2Oc3c(NS(=O)(=O)c4ccc(OC)cc4)cccc3C(=O)N([C@H](C)CO)C[C@H]2C)cc1	-9
C[C@@H]1CN([C@@H](C)CO)C(=O)c2cccc(NC(=O)Nc3ccc(F)cc3)c2O[C@H]1CN(C)Cc1ccc(C(F)(F)F)cc1	-2
C[C@@H]1CN([C@@H](C)CO)C(=O)c2cc(N(C)C)ccc2O[C@@H]1CN(C)Cc1ccc(Cl)c(Cl)c1	1
C[C@H]1CN([C@@H](C)CO)C(=O)c2cc(NS(=O)(=O)c3cn(C)cn3)ccc2O[C@@H]1CN(C)C(=O)NC1CCCCC1	-4
Cc1noc(C)c1S(=O)(=O)N(C)C[C@H]1OCCCC[C@H](C)Oc2ccc(NS(=O)(=O)c3ccc(F)cc3)cc2C(=O)N([C@H](C)CO)C[C@@H]1C	-5
Cc1noc(C)c1NC(=O)N(C)C[C@H]1Oc2ccc(N(C)C)cc2CC(=O)N([C@H](C)CO)C[C@@H]1C	-2
C=CCSc1n[nH]c(-c2ccc(C(F)(F)F)cc2)n1	-6
C[C@@H]1CN([C@H](C)CO)C(=O)c2cc(C#CC3(O)CCCC3)cnc2O[C@@H]1CN(C)S(C)(=O)=O	-5
Cc1noc(C)c1NC(=O)N(C)C[C@@H]1Oc2ccc(NS(=O)(=O)c3ccc(Cl)cc3)cc2CC(=O)N([C@H](C)CO)C[C@H]1C	3
C[C@@H]1CCCCO[C@H](CN(C)Cc2ccncc2)[C@@H](C)CN([C@H](C)CO)C(=O)c2cc(NS(C)(=O)=O)ccc2O1	-34
C[C@H](CO)N1C[C@H](C)[C@@H](CN(C)C(=O)NC2CCCCC2)OCCCC[C@H](C)Oc2ccc(NC(=O)Nc3cccc4ccccc34)cc2C1=O	3
Cc1noc(C)c1NC(=O)N(C)C[C@@H]1Oc2ccc(NS(=O)(=O)c3c(C)noc3C)cc2CC(=O)N([C@@H](C)CO)C[C@@H]1C	12
Cc1noc(C)c1S(=O)(=O)N(C)C[C@H]1Oc2ccc(NS(=O)(=O)c3cn(C)cn3)cc2CC(=O)N([C@H](C)CO)C[C@H]1C	2
Cc1ccc(S(=O)(=O)N(C)C[C@@H]2Oc3c(NS(C)(=O)=O)cccc3C(=O)N([C@@H](C)CO)C[C@H]2C)cc1	3
O=C(C[C@@H]1C[C@@H]2c3cc(NS(=O)(=O)c4ccc(F)cc4)ccc3O[C@@H]2[C@@H](CO)O1)NCc1cccc(F)c1	17
Cc1noc(C)c1S(=O)(=O)Nc1cccc2c1O[C@H](CN(C)Cc1ccccc1)[C@H](C)CN([C@H](C)CO)C2=O	-2
Cc1noc(C)c1S(=O)(=O)Nc1ccc2c(c1)CC(=O)N([C@@H](C)CO)C[C@@H](C)[C@H](CN(C)S(=O)(=O)c1cccs1)O2	-2
CCCC#Cc1cnc2c(c1)C(=O)N([C@H](C)CO)C[C@@H](C)[C@@H](CN(C)C(=O)Nc1cccc(F)c1)O2	-11
C[C@@H]1CN([C@H](C)CO)C(=O)c2cc(NC(=O)CCN3CCOCC3)ccc2O[C@@H]1CN(C)C(=O)Nc1cccc2ccccc12	-2
C[C@@H]1CN([C@H](C)CO)S(=O)(=O)c2ccc(Br)cc2O[C@H]1CN(C)S(=O)(=O)c1ccc(F)cc1	3
Cc1cc(C(=O)Nc2cccc3c2O[C@H](CN(C)S(C)(=O)=O)[C@@H](C)CN([C@@H](C)CO)C3=O)n(C)n1	3
C[C@@H]1CN([C@@H](C)CO)C(=O)c2cc(NC(=O)CCN3CCOCC3)ccc2O[C@H]1CN(C)S(C)(=O)=O	-2
COc1cc(Br)c(/C=N/NC(=O)CCCCCCC(=O)O)cc1OC	1
CC(C)(CO)Cc1cc(C(C)(C)C)c(O)c(C(C)(C)C)c1	0
COc1cc2ccc(=O)oc2c(O[C@@H]2O[C@H](CO)[C@@H](O)[C@H](O)[C@H]2O)c1O	2
COc1ccc(NC(=O)Nc2ccc3c(c2)C(=O)N([C@@H](C)CO)C[C@@H](C)[C@@H](CN(C)C(=O)CCC(F)(F)F)OCCCC[C@@H](C)O3)cc1	-2
COc1ccccc1S(=O)(=O)N(C)C[C@@H]1Oc2cc(/C=C/c3ccccc3)ccc2S(=O)(=O)N([C@H](C)CO)C[C@@H]1C	8
Cc1ccc(S(=O)(=O)Nc2cccc3c2O[C@@H](CN(C)Cc2ccccc2)[C@@H](C)CN([C@@H](C)CO)C3=O)cc1	-5

In the list so far, these have a cyano group:
SMILES	NSD2 block
N#CNC(=Nc1ccccc1C(F)(F)F)N1CCCC1	6
C[C@H](CO)N1C[C@H](C)[C@H](CN(C)S(=O)(=O)c2ccc(C#N)cc2)Oc2ncc(C#Cc3ccc(C(F)(F)F)cc3)cc2C1=O	-6

Screening results deposited in PubChem BioAssay by Broad Institute.
